Screening data deposited in PubChem BioAssay by several laboratories.
Peg3 prom inh: Peg3 promoter-driven luciferase inhibitors, primary screen, cell-based, HeLa, luciferase luminescence; HeLa PEG-Prom luciferase reporter, overnight; inhibition, % at 20 µM; 360,000 compounds, 1.7% hits; AID 588405, 2011;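 active = inhibition of at least 50% at 20 µM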
TROY signal inh: inhibitors of TROY-driven NF-kB signaling, primary screen, Q293 LMP1-TROYcd cells, NF-kB luciferase, uHTS; Q293 LMP1-TROYcd NF-kB luciferase reporter, 4 h; inhibition, % at 10 µM; 360,000 compounds, 0.98% hits; AID 1347056, 2019;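 active = compounds whose plate-normalised and pattern-corrected inhibition of the luciferase reporter signal at the single screening dose is 50% or more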
NR2E3 ag-1: NR2E3 agonists in two-hybrid cells, primary screen, cell-based, luminescence, CHO-S, Gal4-NCOR/VP16-NR2E3; inhibition of corepressor binding, % at 3.98 µM; luciferase; 360,000 compounds, 0.35% hits; AID 602229, 2012;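 active = inhibition above the mean of all tested compounds plus 3 SD, cut at about 70% in these data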;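 note: 0% = DMSO with NR2E3 transfected cells and 100% = cells lacking NR2E3 construct; higher means lower luciferase signal from less NR2E3 corepressor binding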
Target sequence (Q9Y5X4 whole entry, looked up, the tested form may be a part): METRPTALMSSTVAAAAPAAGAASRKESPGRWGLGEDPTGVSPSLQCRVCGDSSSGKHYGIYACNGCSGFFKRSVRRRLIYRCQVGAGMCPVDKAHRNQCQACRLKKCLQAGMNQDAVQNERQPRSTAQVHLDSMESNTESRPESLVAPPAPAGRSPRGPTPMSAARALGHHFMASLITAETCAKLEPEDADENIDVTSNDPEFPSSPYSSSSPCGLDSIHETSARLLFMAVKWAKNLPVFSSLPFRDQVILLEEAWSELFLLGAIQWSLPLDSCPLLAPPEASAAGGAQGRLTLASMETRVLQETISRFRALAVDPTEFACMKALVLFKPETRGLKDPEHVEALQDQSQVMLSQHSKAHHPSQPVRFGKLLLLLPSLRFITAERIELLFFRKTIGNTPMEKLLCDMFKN
HIF-2a block: HIF-2a reporter inhibitors, primary screen, luminescence, 786-0 RCC cells; 786-0 RCC cells HIF-2a reporter, luciferase luminescence, overnight; 360,000 compounds, 0.72% hits; inhibition, % at 18.8 µM; AID 624352, 2012;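 active = inhibition of the luminescence signal of 40% or more relative to plate controls, in a single-dose primary screen at 18.75 µM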
CF NFkB inh: inhibitors of PAF-induced NF-kB signaling, primary screen, cell-based, GFP fluorescence, uHTS | KKLEB NF-kB-GFP reporter, GFP fluorescence overnight | inhibition, % at 5 µM | 360,000 compounds, 0.86% hits | AID 588850, 2011;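 active = at least 50% inhibition at 5 µM, scaled per plate between neutral and stimulator controls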;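 note: PAF is a Pseudomonas aeruginosa culture filtrate used as stimulus; plate controls were PAF-stimulated DMSO wells for no effect and unstimulated DMSO wells for full effect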
NR2E3 ag-2: inhibitors of NR2E3-RetCOR corepressor binding, primary screen, NR2E3 agonist project, biochemical, TR-FRET, GST-NR2E3, biotin-RetCOR; 1536-well; inhibition of corepressor binding, % at 4.78 µM; 320,000 compounds, 0.12% hits; AID 2300, 2010;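 active = percent inhibition above the cutoff of mean plus 3 SD of all tested compounds, set per screening campaign, cut at about 20% in these data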;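 note: 0% = DMSO wells and 100% = biotin wells as full block of FRET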
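Material: NR2E3–RetCOR corepressor complex / Amount: 1.35 nM GST-NR2E3 / Medium: Tris pH 7.5 / Compound: single nominal compound dose of 4.8 µM / Incubation: 5 h at 4 °C / Technique: TR-FRET, Eu(K)-anti-GST donor, streptavidin-D2 acceptor, ex 340, em 617/671 nm / Read-out basis: percent loss of FRET ratio relative to control wells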
C8 TRAIL sens: viability loss with TRAIL in NB7+C8 cells, primary screen, TRAIL sensitizer project, cell-based, ATPlite luminescence; inhibition (viability loss, TRAIL sensitization), % at 10 µM; 360,000 compounds, 1% hits;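 active = compounds causing at least 50% loss of cell viability in the single-dose screen, relative to plate controls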
Shn3 inh set2: reduction of Shn3 3'UTR firefly luciferase signal, primary screen, Schnurri-3 inhibitor project, cell-based, Clone20 osteoblasts, set 2; Clone20 osteoblast Shn3 3'UTR firefly luciferase, 24 h; 360,000 compounds, 0.52% hits; inhibition, % at 12.5 µM;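 active = mean inhibition of at least 75% with every replicate also reaching 75%; inconclusive = mean inhibition at least 75% but some replicate below; inactive = mean inhibition below 75%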;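 note: 0% = median of neutral control wells and 100% = pilot-screen positive control compound; some compounds past the cut are filed as inactive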
TWEAK Fn14 block: inhibitors of TWEAK-Fn14 signaling, primary screen, luciferase reporter cells, uHTS; TWEAK-stimulated Fn14 reporter cells, luciferase luminescence, 8 h; AID 1159606, 2016; 360,000 compounds, 2% hits; inhibition, % at 10 µM; in the data active = inhibition above about 50%
TRPM1 prom inh: inhibitors of MITF-dependent TRPM1 promoter reporter, primary screen, cell-based, SK-MEL-5, single point, luciferase. SK-MEL-5 TRPM1 promoter luciferase, 24 h. 330,000 compounds, 0.83% hits. inhibition, % at 12.5 µM;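 active = mean inhibition across replicates of 60% or more, whatever share of single replicates reaches that level; inconclusive = some that reach 60%, reason not given; inactive = mean inhibition across replicates below 60%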; note: values of inactives mirror those of a sister screen read the other way
KKLEB tox: cytotoxicity in KKLEB CF airway cells, primary screen, cytotoxicity control for CF NF-kB inhibitor project, cell-based, uHTS, fluorescence assay plates | KKLEB CF airway cells viability, ATPlite luminescence, overnight; hits give low values; cells stimulated with P. aeruginosa culture filtrate | activity change (cytotoxicity), % at 5 µM | 360,000 compounds, 0.36% hits | AID 602141, 2011;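 active = corrected activity change at or below -50% at 5 µM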
An asterisk follows results filed as active; ? = inconclusive; . = no result given. Some of the compounds tested. The share of hits here may be higher or lower than overall.

SMILES	Peg3 prom inh	TROY signal inh	NR2E3 ag-1	HIF-2a block	CF NFkB inh	NR2E3 ag-2	C8 TRAIL sens	Shn3 inh set2	TWEAK Fn14 block	TRPM1 prom inh	KKLEB tox
CCn1cc(C2=NC(C)CO2)c2ccccc21 (configuration not stated)	-9	-28	-10	-4	-16	4	0	-4	13	7	-1
CCN1c2ccccc2-c2nc3ccccc3n2C1c1ccncc1 (configuration not stated)	20	18	4	18	-4	-1	10	-15	-11	5	-24
O=C(c1cn(-c2ccccc2)nc1-c1ccncc1)n1nnc2ccccc21	47	9	-27	23	46	-2	-2	17	10	2	-30
COc1ccc(Br)cc1/C=N/NC(=O)CN1CCCCC1	13	14	-41	16	-9	-4	4	-1	1	11	0
Cc1cccc(OCC(=O)Nc2ccc(C(=O)O)cc2NC(=O)COc2cccc(C)c2)c1	2	-3	3	4	-25	5	1	0	-3	-2	7
Nc1ncnc2c1ncn2C1CCCC1	2	15	-27	-6	12	3	-5	-19	13	-10	-10
NC(CSC12CC3CC(CC(C3)C1)C2)C(=O)O (configuration not stated)	9	4	-10	10	-6	1	9	-7	8	6	0
CCOC(=O)C1CCCN(C(=O)c2cn(CC(C)C)c(=O)c3cc(OC)c(OC)cc23)C1 (configuration not stated)	10	10	-13	8	19	1	3	-16	7	5	-10
CC1(C(=O)NS(=O)(=O)c2cccc(C#N)c2)CCN1C(=O)C1CCCCC1 (configuration not stated)	8	-18	-29	7	2	.	-23	5	14	.	12
CC(C)[C@H]1CC[C@@H](C)C(C(=O)c2ccccc2)C1=O (some centres not stated)	0	0	-33	10	-2	-4	2	-14	8	-9	-1
CC(C)(C)CN1CCN(Cc2nc(-c3ccc(F)cc3)cs2)CC1CCO (configuration not stated)	13	32	3	12	4	-2	33	37	15	7	3
CC(C)(C)NC(=O)CN(C(=O)CS(=O)CC(=O)Nc1ccc(F)cc1)c1cccc(F)c1 (configuration not stated)	-1	-9	38	14	4	1	-10	-24	12	2	4

Three compounds already listed, sorted by formula weight, low to high.
SMILES	Peg3 prom inh	TROY signal inh	NR2E3 ag-1	HIF-2a block	CF NFkB inh	NR2E3 ag-2	C8 TRAIL sens	Shn3 inh set2	TWEAK Fn14 block	TRPM1 prom inh	KKLEB tox
Nc1ncnc2c1ncn2C1CCCC1	2	15	-27	-6	12	3	-5	-19	13	-10	-10
NC(CSC12CC3CC(CC(C3)C1)C2)C(=O)O (configuration not stated)	9	4	-10	10	-6	1	9	-7	8	6	0
CCN1c2ccccc2-c2nc3ccccc3n2C1c1ccncc1 (configuration not stated)	20	18	4	18	-4	-1	10	-15	-11	5	-24

Ordered by the number under TRPM1 prom inh (rising): five from the list above.
Compound	TRPM1 prom inh
Nc1ncnc2c1ncn2C1CCCC1	-10
Cc1cccc(OCC(=O)Nc2ccc(C(=O)O)cc2NC(=O)COc2cccc(C)c2)c1	-2
CC(C)(C)NC(=O)CN(C(=O)CS(=O)CC(=O)Nc1ccc(F)cc1)c1cccc(F)c1 (configuration not stated)	2
NC(CSC12CC3CC(CC(C3)C1)C2)C(=O)O (configuration not stated)	6
CC(C)(C)CN1CCN(Cc2nc(-c3ccc(F)cc3)cs2)CC1CCO (configuration not stated)	7

Remaining list, next part.
SMILES	Peg3 prom inh	TROY signal inh	NR2E3 ag-1	HIF-2a block	CF NFkB inh	NR2E3 ag-2	C8 TRAIL sens	Shn3 inh set2	TWEAK Fn14 block	TRPM1 prom inh	KKLEB tox
NCC(O)CN(c1ccccc1)c1ccccc1 (configuration not stated)	12	-18	-17	10	8	1	6	12	-17	-2	-4
Cc1cccc(NC(=S)/N=C(\N)Nc2nc(C)c3ccc(C)cc3n2)c1	1	-24	-43	-26	-21	-1	31	37	3	29	-4
Cc1ccc(C2=C/C(=C\c3cccnc3)C(=O)O2)cc1	10	6	-30	18	-3	-5	-4	-3	-7	-2	-20
CCCCNC(=S)N(C)/N=C/c1c(F)cccc1F	9	1	0	6	-15	1	5	-12	-6	-2	12
CCc1ccccc1NC(=S)NCc1ccc2c(c1)OCO2	0	19	6	-12	-11	-3	-10	-50	31	9	10
COc1ccc(CCNC(=O)CCN2C(=O)[C@@H]3Cc4ccccc4CN3C2=O)cc1	2	10	-14	-1	8	-2	7	8	-2	2	-2
Cc1cccc(NC(=O)CNC(=O)CN2C(=O)NC3(CCCCC3C)C2=O)c1C (configuration not stated)	6	-14	-9	5	8	0	-1	-15	4	4	-8
O=[N+]([O-])c1ccc(S(=O)(=O)Nc2cccc(-c3ccc(N4CCCC4)nn3)c2)cc1	-116	-18	-17	-83	1	0	6	-4	-11	-6	0
c1ccc(-c2nnc3n2CCCC3)cc1	9	-5	-5	18	8	3	-12	28	-2	1	-3
COc1ccc(NC(=O)/C(=C\c2ccc(F)cc2)NC(=O)c2ccco2)cc1	-65	1	10	6	12	-1	3	-14	7	10	0
c1ccc2c(c1)oc1c(NCCCn3ccnc3)ncnc12	-15	2	-28	-27	6	0	0	8	-16	17	-5
CCOC(=O)Cc1c(C)nc2c(-c3ccccc3OC)c(C)nn2c1C	8	4	12	17	0	0	16	9	10	-8	-5
COc1ccc(N=C2SCC(=O)N2C)cc1	-4	-12	-15	5	6	.	4	23	10	.	-11
CCC(=O)Nc1ccc(Cl)c(NC(=S)NC(C)=O)c1	10	1	16	13	13	3	-5	6	2	5	-4
CC(=O)c1cccc(N=c2scc(-c3ccc(S(=O)(=O)N4CCOCC4)cc3)n2CCO)c1	11	19	68	20	9	-1	35	84	54*	44	-10
O=C(O)/C(=C\c1ccc(F)cc1)c1ccc(-c2ccccc2)cc1	24	9	-6	13	-8	6	-2	-13	26	17	9
CCn1ccnc1[C@@H]1C[C@H]2CN(c3ccccc3OC)C(=O)[C@]23CCCN13	7	14	1	13	6	1	-3	46	12	-13	19
O=C(c1cc(-c2cccc(Br)c2)nc2ccccc12)N1CCCC1	-3	-14	-6	-2	12	2	-6	4	0	20	-2
Cc1ccc2c(c1)CCCN2C(=O)c1cc(C)on1	-15	2	-18	-15	-2	0	-14	3	-13	-2	-9
COC(=O)c1ccc(CS(=O)(=O)c2ccc(C)cc2)cc1	8	-18	-16	-19	18	-2	0	-7	28	-16	-14
O=C(NCC1CCCO1)C1CCC(N2C(=O)c3ccccc3C2=O)CC1 (configuration not stated)	-76	-1	-13	2	8	1	-9	-2	5	0	-1
O=C(NCCC(=O)N1CCCCCCC1)c1ccc(Cl)cc1	-18	-16	1	6	-2	-2	-5	10	1	2	-10
NC(=O)c1nsc(C(=O)N(c2ccccc2)C(C(=O)NCc2ccc(F)cc2)c2ccc(O)cc2)c1N (configuration not stated)	55*	0	12	20	52*	6	17	5	22	10	-10
CCN(Cc1ccc2c(c1)OCCO2)C(=O)CN1C(=O)NC2(CCc3ccccc32)C1=O (configuration not stated)	10	-5	-3	17	0	3	3	18	7	2	-1
O=C(CN1C(=O)NC2(CCCCCCC2)C1=O)Nc1ccc(OC(F)F)cc1	-11	-12	2	-5	-20	.	5	7	-13	.	-4
COC(=O)c1cc(-c2cccc([N+](=O)[O-])c2)c2c(=O)n(C)c(=O)n(C)c2n1	28	29	-33	14	-15	0	-9	-11	17	-8	-8
CC1(C)CC(C)(c2ccc(O)cc2O)N(c2cccc(Cl)c2)C(=S)N1 (configuration not stated)	13	17	-9	25	18	3	-5	15	0	8	0
Cn1c(=O)c2c(nc(N3CCNCC3)n2Cc2ccccc2Cl)n(C)c1=O	3	8	-1	8	-9	1	-3	9	4	5	-3
CCn1cc(/C=C(\NC(=O)c2cc(OC)c(OC)c(OC)c2)C(=O)NCCCN2CCOCC2)c2ccccc21	5	-22	-27	8	-22	-4	0	-2	2	5	3
CCN(CC)C(=O)N1CCN(C(=O)N(CC)CC)CC1	4	18	-10	12	8	-1	-13	4	-6	-5	-11
O=S(=O)(/N=C(/Sc1ccccc1)c1ccccc1)c1ccccc1	60*	-8	3	22	-6	-1	11	-36	9	?	-5
Cc1onc(-c2c(Cl)cccc2Cl)c1COC(=O)c1ccc(Cl)cc1[N+](=O)[O-]	12	-14	-27	14	2	1	16	2	-16	3	-5
CCC(=O)Nc1ccc2oc(-c3cccc(C)c3)nc2c1	-64	29	-133	-42	2	1	60*	5	74*	10	-17
Cc1ccc(NC(=O)CCNS(=O)(=O)c2ccc3[nH]c(=O)oc3c2)cc1F	10	-12	-21	4	-8	0	5	9	1	7	3
CCCCN([C@H](CO)C(C)C)S(=O)(=O)c1ccccc1Br	3	-11	24	10	29	.	5	-5	-5	-4	1
CCOC(=O)c1ccc(NC(=O)Nc2ccc(OC)c(OC)c2)cc1	-14	-5	19	-10	-6	4	-13	-5	2	-8	14
Nc1ncnc(SCc2c(F)cccc2Cl)n1	-2	4	-26	-3	13	6	16	4	32	0	1
CCCS(=O)(=O)c1nc(S(=O)(=O)c2ccc(C)cc2)c(N2CCCC(C)C2)s1 (configuration not stated)	4	-8	-40	5	20	1	2	23	29	-10	-4
Cc1ccc2sc(NNC(=O)c3ccc4c(c3)OCCO4)nc2c1C	17	-6	-29	2	11	3	-37	-2	-46	-2	-5
CCOC(=O)CSc1nc2ccccc2c(=O)n1CCC(=O)NCCc1ccc(OC)c(OC)c1	7	-15	10	13	7	-1	11	9	-16	1	-11
COc1ccc(/C=C/C(=O)Nc2sc3c(c2C(=O)NCc2cccnc2)CCCC3)cc1	3	6	-15	-27	6	5	-3	15	53*	-1	-14
Cn1cc(CNC(=O)COc2ccc(Cl)cc2Cl)cn1	9	-6	-1	0	11	-1	-5	19	3	1	3
Cc1sc(NC(=S)NC(=O)c2cccs2)nc1-c1ccc(C(C)C)cc1	-1	-11	-9	-5	6	3	-19	-18	-15	7	-3
Cn1nc(-c2ccc(OCC(=O)Nc3ccccc3)cc2)c2ccccc2c1=O	2	15	-8	-11	-20	-1	6	10	53*	7	-7
O=C(NC(=S)N1CCN(Cc2ccc3c(c2)OCO3)CC1)c1ccc(Cl)cc1	10	-14	-18	-4	8	-1	0	23	-8	17	-4
Cc1cc(NC(=O)CN2C(=O)NC(C)(c3ccc(OC(F)F)cc3)C2=O)no1 (configuration not stated)	1	-27	0	14	9	2	-10	-1	-2	6	-3
CCC(c1nnnn1C1CCCC1)N(Cc1cccs1)Cc1cc2cc(C)ccc2[nH]c1=O (configuration not stated)	12	-21	6	-27	3	0	0	17	3	0	1
O=C(NCC1CCCCC1)c1ccccc1[N+](=O)[O-]	12	9	-17	12	1	4	-35	-13	3	10	10
